# Compound activity from PubChem BioAssay.
# GSTO1 counter: inhibitors of recombinant GSTO1, primary screen, counter-screen for RBBP9 inhibitor project, biochemical, fluorescence polarization; activity-based probe fluorescence polarization; hit rate 1.1% among 300,000; Glutathione S-transferase omega-1 (Homo sapiens), P78417; inhibition, % at 5.96 µM; AID 1974, 2009;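 active = inhibition above the campaign mean inhibition plus 3 SD, cut at about 35% in these data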;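 also: 0% = GSTO1-1 with DMSO and 100% = wells lacking GSTO1-1 enzyme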
# LYPLA1 counter: LYPLA1 inhibitors, primary screen, counter-screen for PME1 inhibitor project, biochemical, fluorescence polarization, FP-Rh probe ABPP; recombinant LYPLA1; inhibition, % at 5.9 µM; hit rate 0.16% among 320,000; AID 2174, 2009;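 active = inhibition above the mean of all tested compounds plus 3 SD, set per campaign, cut at about 14% in these data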;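 also: inhibitors block serine hydrolase probe labeling of LYPLA1 so polarization falls; 0% = enzyme with DMSO and 100% = wells lacking LYPLA1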
# PAFAH2 inh: PAFAH2 enzyme inhibitors, primary screen, biochemical, fluorescence polarization, human. recombinant PAFAH2, FP-rhodamine activity probe. inhibition, % at 3.39 µM. hit rate 0.99% among 340,000;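 active = inhibition above the mean over all tested compounds plus 3 SD, cut at about 30% in these data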;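 also: inhibitors block probe labeling of enzyme so polarization drops; 0% = enzyme with DMSO and 100% = wells lacking PAFAH2 protein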
# PAFAH1B3 FP inh: PAFAH1B3 enzyme inhibitors, primary screen, biochemical, fluorescence polarization, human. Platelet-activating factor acetylhydrolase IB subunit alpha1 (Homo sapiens), Q15102. recombinant PAFAH1B3, FP-rhodamine probe. inhibition, % at 3.39 µM. hit rate 0.28% among 340,000;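 active = inhibition above the screen-wide average of all tested compounds plus 3 SD, cut at about 25% in these data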;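 also: 0% = enzyme with DMSO only and 100% = wells lacking PAFAH1B3 protein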
# PME-1 inh: PME-1 inhibitors via competitive probe labeling, primary screen, biochemical, fluorescence polarization, FP-Rh probe, HTS | recombinant PME-1 | inhibition, % at 5.9 µM | hit rate 0.53% among 320,000 | AID 2130, 2009;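 active = inhibition above the campaign mean of all compounds plus 3 SD, cut at about 26% in these data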;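 also: competitive labeling of PME-1 active site by serine hydrolase directed probe; 0% = PME-1 with DMSO and 100% = wells lacking PME-1 enzyme; inhibitors block probe labeling so polarization falls and inhibition rises; many of its hits are not listed in these tables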
# Target sequence (Q9Y570 whole entry, looked up): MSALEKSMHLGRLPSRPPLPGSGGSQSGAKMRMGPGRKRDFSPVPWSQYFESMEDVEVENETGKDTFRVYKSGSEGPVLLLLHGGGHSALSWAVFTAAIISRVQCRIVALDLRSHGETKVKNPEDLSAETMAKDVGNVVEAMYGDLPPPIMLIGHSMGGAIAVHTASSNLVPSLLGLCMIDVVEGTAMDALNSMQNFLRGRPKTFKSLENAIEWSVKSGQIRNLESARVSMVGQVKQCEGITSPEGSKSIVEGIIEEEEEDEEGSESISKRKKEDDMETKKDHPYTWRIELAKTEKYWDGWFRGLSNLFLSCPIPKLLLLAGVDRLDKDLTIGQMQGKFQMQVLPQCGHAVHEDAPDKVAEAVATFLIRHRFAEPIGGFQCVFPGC
# PAD4 inh: human PAD4 inhibitors, primary screen, biochemical, fluorescence polarization, 1536-well format; Protein-arginine deiminase type-4 (Homo sapiens), Q9UM07; recombinant PAD4, RCA probe fluorescence polarization; inhibition, % at 6.36 µM; hit rate 0.41% among 330,000;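 active = percent inhibition above a cutoff equal to the mean of all tested compounds plus 3 SD, cut at about 15% in these data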;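 also: 0% = PAD4 with RCA probe and DMSO and 100% = probe without PAD4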
# Target sequence (Q9UM07 whole entry, looked up): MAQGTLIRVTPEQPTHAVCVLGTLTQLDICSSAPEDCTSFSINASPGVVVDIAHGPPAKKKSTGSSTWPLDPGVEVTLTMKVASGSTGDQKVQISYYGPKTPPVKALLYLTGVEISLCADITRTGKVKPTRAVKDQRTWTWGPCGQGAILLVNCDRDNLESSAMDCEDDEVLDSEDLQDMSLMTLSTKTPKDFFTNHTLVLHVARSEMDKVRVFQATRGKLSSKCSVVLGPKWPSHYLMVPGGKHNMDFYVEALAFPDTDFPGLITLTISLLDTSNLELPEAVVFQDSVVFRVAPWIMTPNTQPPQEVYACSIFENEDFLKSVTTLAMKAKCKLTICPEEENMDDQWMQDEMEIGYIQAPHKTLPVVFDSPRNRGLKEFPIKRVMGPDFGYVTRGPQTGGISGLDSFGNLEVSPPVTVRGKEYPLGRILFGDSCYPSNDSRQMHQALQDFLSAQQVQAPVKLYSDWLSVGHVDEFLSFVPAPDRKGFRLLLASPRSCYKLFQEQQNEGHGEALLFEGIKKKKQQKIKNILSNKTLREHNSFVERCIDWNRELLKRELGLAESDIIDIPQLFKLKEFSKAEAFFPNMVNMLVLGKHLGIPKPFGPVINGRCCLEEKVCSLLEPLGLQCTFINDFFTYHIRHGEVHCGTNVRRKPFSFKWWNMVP
# LYPLA2 counter: LYPLA2 inhibitors, primary screen, counter-screen for PME1 inhibitor project, biochemical, fluorescence polarization, FP-Rh probe ABPP; inhibition, % at 5.9 µM; recombinant LYPLA2; Acyl-protein thioesterase 2 (Homo sapiens), O95372; hit rate 0.38% among 320,000;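 active = inhibition above the screen-wide mean plus 3 SD, limit set per campaign, cut at about 26% in these data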;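 also: 0% = LYPLA2 with DMSO and 100% = wells lacking LYPLA2 enzyme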
# PAFAH1B2 inh: PAFAH1B2 enzyme inhibitors, primary screen, biochemical, fluorescence polarization, human; hit rate 1.2% among 340,000; Platelet-activating factor acetylhydrolase IB subunit alpha2 (Homo sapiens), P68402; inhibition, % at 3.39 µM; AID 492953, 2010; recombinant PAFAH1B2, FP-rhodamine activity probe;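 active = inhibition above the mean of all tested compounds plus 3 SD, cut at about 24% in these data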;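 also: 0% = enzyme with DMSO and 100% = wells lacking PAFAH1B2; many of its hits are not listed in these tables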
# pPAFAH FP inh: pPAFAH enzyme inhibitors, primary screen, biochemical, fluorescence polarization, human. Platelet-activating factor acetylhydrolase (Homo sapiens), Q13093. recombinant pPAFAH, FP-rhodamine probe fluorescence polarization. inhibition, % at 3.39 µM. hit rate 1.5% among 330,000;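 active = inhibition above the mean inhibition across the screen plus 3 SD, cut at about 25% in these data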;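 also: inhibitors block binding of the rhodamine activity-based probe so polarization drops; 0% = enzyme with DMSO and 100% = wells lacking pPAFAH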
# Starred values were filed as active, the others as inactive; · = not tested or not shown. A portion of the library; the hit share may differ from the screen's.
SMILES,GSTO1 counter,LYPLA1 counter,PAFAH2 inh,PAFAH1B3 FP inh,PME-1 inh,PAD4 inh,LYPLA2 counter,PAFAH1B2 inh,pPAFAH FP inh
NNc1nc(Nc2ccccc2)nc(Nc2ccccc2)n1,-16,-19,-9,7,-26,-1,-40,0,1
Cc1ccc(S(=O)(=O)N(C)S(=O)(=O)c2ccc(C#N)cc2)cc1,7,-3,·,·,-3,-3,-10,·,-1
O=C(CN1C(=O)C2C3C=CC(C3)C2C1=O)N1CCc2ccccc2C1 (stereo not given),7,0,-1,6,3,1,5,8,3
CC1CC(C)CN(c2nc3c(c(=O)n(C)c(=O)n3C)n2C)C1 (stereo not given),2,0,13,-2,3,1,-1,0,1
C/C(=N/N=C(/N)SCc1ccccc1)C(C)(C)C,3,5,-2,7,4,-1,4,0,5
CC(C)c1ccc2[nH]c3c(c2c1)CCCC3=O,1,0,-4,8,-6,-1,-3,2,15
COc1cc(C2NCC(c3ccc(Cl)cc3Cl)c3c2[nH]c2ccccc32)cc(OC)c1OC (stereo not given),3,-6,3,0,0,-5,-5,-3,0
O=C(/C=C/c1ccc2ccccc2n1)c1cc(Cl)ccc1O,-2,-1,2,0,-10,-12,-4,0,-5
Cc1ccc2nc(C3CCCN(C(=S)Nc4cccc(C)c4C)C3)[nH]c2c1 (stereo not given),-2,4,-3,-2,2,2,15,-3,-1
CCn1nc(C)c(CNC(=O)Nc2ccc3c(c2)OCO3)c1C,10,-2,4,3,-3,-2,1,-2,-3
COC(=O)NCc1ccc(Cl)c(Cl)c1,-1,-6,-1,4,-4,0,-6,2,6
CCC(CO)Oc1cc(NCc2cccc(C(F)(F)F)c2)c2ncn(C(C)C)c2c1 (stereo not given),·,·,3,6,·,3,·,-5,8
COc1ccc(OC)c(NC(=O)COc2ccc(Br)cc2)c1,-1,0,0,7,-28,1,-2,0,9
Cc1ccc(Cn2c(C3CCCN3c3nc(-c4ccc(F)cc4)cs3)nc3cc(C(F)(F)F)ccc32)cc1 (stereo not given),-1,-2,2,3,-2,2,-5,0,-1
CCN(CC(=O)NCc1ccc(F)cc1)C(=O)CN1CCN(c2ccccc2OC)CC1,-1,-4,-6,11,1,-4,-6,6,3

# Part of the list above, with tabs:
compound	GSTO1 counter	LYPLA1 counter	PAFAH2 inh	PAFAH1B3 FP inh	PME-1 inh	PAD4 inh	LYPLA2 counter	PAFAH1B2 inh	pPAFAH FP inh
CC1CC(C)CN(c2nc3c(c(=O)n(C)c(=O)n3C)n2C)C1 (stereo not given)	2	0	13	-2	3	1	-1	0	1
C/C(=N/N=C(/N)SCc1ccccc1)C(C)(C)C	3	5	-2	7	4	-1	4	0	5
CC(C)c1ccc2[nH]c3c(c2c1)CCCC3=O	1	0	-4	8	-6	-1	-3	2	15

# Next part
SMILES,GSTO1 counter,LYPLA1 counter,PAFAH2 inh,PAFAH1B3 FP inh,PME-1 inh,PAD4 inh,LYPLA2 counter,PAFAH1B2 inh,pPAFAH FP inh
COc1ccc(/C=C2\CCC(C3CCCC3)C2=O)cc1OC (stereo not given),-3,3,-5,7,-4,-7,7,6,7
CCOc1ccc(NC(=O)CN2CCN(C3c4ccccc4-c4ccccc43)CC2)cc1,26,0,-1,0,1,-1,-2,-3,1
COc1ccc(NC(=O)CCn2c(=O)c3cccn3c3ccccc32)c(OC)c1,0,3,5,7,4,-2,3,1,5
Nc1cccc(CCc2nc3ccccc3[nH]2)c1,5,-3,3,1,-3,3,8,4,-3
CCOC(=O)NC(NC(=S)Nc1ccc(OC)cc1)C(Cl)(Cl)Cl (stereo not given),-2,-1,-1,0,1,-2,4,-2,1
CC(=O)Nc1ccc(C(=O)N/N=C(\C)CC(=O)Nc2ccc(OCc3ccccc3)cc2)cc1,-4,-2,-8,2,-10,-7,-5,11,7
CCCCn1c(N)c(N(CC)C(=O)c2c(C)noc2C)c(=O)[nH]c1=O,·,·,-4,2,·,3,·,2,-1
CCOC(=O)c1ccc2ncc(C(=O)OCC)c(NCCCN3CCOCC3)c2c1,1,1,2,4,2,-1,5,2,2
COC(=O)c1ccccc1NC(=O)C(CCS(C)(=O)=O)NC(C)=O (stereo not given),3,-1,-4,-5,-2,-1,-4,-1,0
COc1ccc(OC)c(S(=O)(=O)N2CCC(C(=O)NC3CC3)CC2)c1,1,-5,-8,6,-5,1,-2,0,-2
O=C(Nc1ccccc1Oc1ccccc1)c1cccs1,2,2,1,6,-1,-2,0,-1,14
CCOC(=O)c1[nH]c2ccccc2c1NC(=O)Nc1ccc(OC)cc1,3,0,-4,7,2,-5,4,-1,4
CSc1nc(C)cc(OCC(=O)N2CCOCC2)n1,2,0,3,1,6,-5,-2,3,0
O=C(Nc1cccnc1)C1CCCN(c2ncnc3c2nc2n3CCCCC2)C1 (stereo not given),13,3,0,-1,4,4,2,4,2
CCOC(=O)C1=C(c2ccccc2)NC(N)=NC1c1ccc(OCc2ccc(C(=O)OC)cc2)cc1 (stereo not given),0,-3,-9,1,11,-1,-3,-3,-2
CCOC(=O)C1CCCN(c2c(C(=O)c3ccccc3)cnc3ccccc23)C1 (stereo not given),0,2,-4,-6,7,2,9,0,6
O=C(Nc1ccc(Cl)cc1)OCCn1nnnc1C(c1ccccc1Cl)N1CCOCC1 (stereo not given),0,-4,-4,11,-3,2,-1,5,5
Clc1nc(CN2CCOCC2)nc2sc3c(c12)CCC3,1,-2,5,6,-4,5,-8,3,-7
Cc1ccc(S(=O)(=O)N2CCCC(C(=O)N(Cc3cccs3)C3CC3)C2)cc1 (stereo not given),5,3,-2,1,1,2,3,15,7
Cn1c(N)c(C(=O)/C=C/c2ccccc2)c(=O)[nH]c1=O,-8,1,-3,4,0,-3,1,7,4
O=C(c1ccc(Cl)c(Cl)c1)N1CCC(=O)N(C(CO)Cc2ccccc2)CC1 (stereo not given),1,6,3,11,3,-5,6,6,-3
O=C1CCCC/C=C\C[C@H](CC(=O)N(CCO)Cc2ccccc2)C(=O)N[C@@H](Cc2ccccc2)CO1,·,·,45*,9,·,-4,·,17,0
CC(C)(C)c1ccc(-c2n[nH]c(=S)n2C2CCCC2)cc1,-2,-2,-3,-3,-3,2,4,7,0
OC(CCCCN1CCCCC1)c1ccccc1 (stereo not given),-7,-5,-4,2,1,-3,-2,1,4
Cc1c(C(=O)Nc2ccc(F)c(F)c2)oc2ccc(S(=O)(=O)N3CCCCC3)cc12,-1,-8,-27,8,-12,-2,-13,0,-1
COc1ccc(OC)c(-c2csc(NC(=O)Cc3ccc(F)cc3)n2)c1,-3,-6,-4,9,-1,3,-24,4,6
Cc1sc2nc(CN3CCN(c4ccc(O)cc4)CC3)[nH]c(=O)c2c1C,24,-2,-1,9,-6,5,-1,3,9
COc1ccc(CCNC(=O)C(=O)NCC2OCCN2S(=O)(=O)c2ccc(OC)c(C)c2)cc1 (stereo not given),3,0,-4,-1,4,2,-1,1,4
CCOc1ccccc1OCCOCCN1CCN(Cc2ccccc2)CC1,3,-1,-3,3,0,-1,-2,7,1
Cc1cc(O)c2c(CN3CCN(Cc4ccccc4)CC3)cc(=O)oc2c1,11,-1,7,5,3,-1,1,11,1
O=C(COC(=O)c1ccc(Cl)nc1)Nc1ccc(N2CCCCC2)cc1,·,·,22,5,·,-3,·,4,12
CC1CCC(N2CC(=O)N(Cc3ccc4c(c3)OCO4)C(c3ccc(F)cc3)C2=O)CC1 (stereo not given),-1,-1,-5,7,0,-1,-2,4,-3
COc1cc(C(=O)NCc2ccc3c(c2)OCO3)ccc1OCc1c(C)noc1C,1,-2,4,6,-5,-1,-4,2,4
CCCc1nnc(SCC(=O)O)n1/N=C/c1ccc2c(c1)OCO2,3,-3,0,2,-2,1,3,5,5
Cc1ccc(C(=O)C2COC(=O)C2)cc1 (stereo not given),-7,0,1,1,2,-1,0,4,2
Cc1cccc(C)c1NC(=O)CNC(=O)c1cccnc1,-2,2,-1,0,1,13,1,1,0
COc1ccc(/C=C/C(=O)c2ccccc2)c(OC)c1,2,1,-4,-6,-7,0,-3,4,-2
Cc1ccc(CS(=O)(=O)CCC(=O)N2CCOCC2)cc1,3,2,11,13,-2,-5,0,0,6
Cc1cc(=O)[nH]c(SC(C(=O)O)c2ccccc2)n1 (stereo not given),7,5,-2,0,-4,-3,9,3,-1
O=C(CSc1nc2ccccc2s1)NC1CCS(=O)(=O)C1 (stereo not given),9,-2,-1,6,-3,-3,1,2,-2
c1ccc(-n2ncc3cccnc32)cc1,1,0,4,5,5,-5,-3,2,5
O=c1o[nH]c(-c2ccccc2)c1C=Nc1ccc(Cl)cc1,3,-3,3,2,0,-1,-6,4,-3
O=C(NNc1cccc(Cl)c1)c1cccnc1Cl,-2,-1,-1,2,-2,-6,-8,-4,-3
O=C(CCc1nc2ccccc2c(=O)[nH]1)N1CCN(S(=O)(=O)c2ccc(Cl)c(C(F)(F)F)c2)CC1,0,0,-2,3,15,-3,0,1,0
COc1ccc(C2=CC(=O)C[C@H](c3ccc(OC)c(OC)c3)C2)cn1,·,-2,4,6,7,3,4,3,3
Cc1ccc2nc(N/C(N)=N/S(=O)(=O)c3ccc([N+](=O)[O-])cc3)nc(C)c2c1,2,-1,2,5,-2,0,-3,-1,3
c1cnc(Nc2nc(-c3ccc4ccccc4c3)cs2)nc1,5,0,4,4,-8,5,-1,10,-4
CC1=C(C(=O)Nc2cccc([N+](=O)[O-])c2)C2(CCC(C)CC2)OC1=O (stereo not given),8,-2,-8,-5,0,2,-6,9,1
CN(CCOC(=O)/C=C/c1ccco1)Cc1ccccc1,-3,0,8,6,2,3,2,4,10
O=c1c2cc3c(nc2[nH]c(=S)n1-c1ccccc1)CCCC3,1,-4,9,13,-4,3,-2,5,1
COc1ccccc1NC(=O)Cc1noc(CSc2nnc(N)s2)n1,-9,-1,1,3,8,-8,3,0,2
S=C1NCCc2ccc(Cl)cc2C1c1ccccc1Cl (stereo not given),3,-3,-4,2,0,-3,4,5,0
COc1ccc(CCNC(=O)CSc2nn3c(=O)c(C)nnc3s2)cc1OC,1,0,6,-5,-1,1,0,-1,2
O=C(NCc1ccccc1)C1=C[C@H](c2ccc3c(c2)OCO3)C[C@H](OCCCCO)O1,0,-1,2,3,4,-4,-2,2,0
CCN(CC)S(=O)(=O)c1ccc2c(c1)nc(CCC(=O)Nc1ccccc1Cc1ccccc1)n2CC,-5,-1,5,3,14,0,-1,-1,4
O=C(NCCc1ccccc1)C1CCCN1C(=O)NCc1ccccc1 (stereo not given),2,0,-4,4,4,1,8,1,5
COC(=O)C1C(=O)C=C(N2CCOCC2)CC1(C)C (stereo not given),-4,0,4,1,-2,0,1,3,2
COCCCNC(=S)N/N=C/c1ccc(OC)c(Br)c1,0,0,2,7,5,-4,-1,8,2
